Screens: PubChem BioAssay, The Scripps Research Institute Molecular Screening Center
GBA enhancer: increases beta-glucosidase activity in Gaucher fibroblasts; activation, % at 10 µM; AID 784; L444P Gaucher fibroblasts, 4-MU-glucoside fluorescence, 3 days; 30,000 compounds, 0.44% hits; in the data active = activation above about 65%;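 note: 0% = vehicle wells and 100% = positive control wells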
Target sequence (P04062 whole entry L483P): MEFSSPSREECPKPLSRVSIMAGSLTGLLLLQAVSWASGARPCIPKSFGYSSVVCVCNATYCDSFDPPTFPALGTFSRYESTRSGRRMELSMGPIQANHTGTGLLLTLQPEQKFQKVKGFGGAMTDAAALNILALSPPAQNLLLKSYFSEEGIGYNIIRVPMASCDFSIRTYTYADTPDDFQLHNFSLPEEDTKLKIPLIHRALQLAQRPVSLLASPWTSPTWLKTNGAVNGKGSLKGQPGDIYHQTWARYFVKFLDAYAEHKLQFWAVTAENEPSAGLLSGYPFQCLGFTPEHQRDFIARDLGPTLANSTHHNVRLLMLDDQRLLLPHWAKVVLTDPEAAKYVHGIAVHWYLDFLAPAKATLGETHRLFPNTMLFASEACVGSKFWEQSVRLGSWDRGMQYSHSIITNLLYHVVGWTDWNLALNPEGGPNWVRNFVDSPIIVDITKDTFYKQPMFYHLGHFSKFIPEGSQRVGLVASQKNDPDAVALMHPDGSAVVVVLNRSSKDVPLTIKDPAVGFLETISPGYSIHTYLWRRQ
The depositor's hits bear a star. Only part of the results is shown. The share of hits here may be higher or lower than overall.

SMILES	GBA enhancer
CCn1nc(C)c(NC(=O)CCCSc2nc(-c3ccco3)cc(C(F)(F)F)n2)c1C	-71
COc1ccc2c(C)cc(SCC#N)nc2c1	2
CCOc1ccc(-n2c(=O)[nH]cc(C(=O)N3CCc4ccccc43)c2=O)cc1	30
COc1ccc(CN(Cc2cc3cc4c(cc3[nH]c2=O)OCO4)C(=O)NC2CCCCC2)cc1	-40
Cn1cc(/C(Cc2ccccc2)=N\O)c2ccccc21	4
COc1ccc2c(c1)c1ncnc(N3CCN(Cc4ccc5c(c4)OCO5)CC3)c1n2C	6
CCc1cc2c(=O)n(Cc3ccco3)c(SCc3c(C)noc3C)nc2s1	-5
C=C(C)C1Cc2nc(N)nc(C)c2C1 (stereo unspecified)	-5
Nn1c(SCC(=O)Nc2ccc(F)cc2)nnc1-c1ccccn1	-2
Cc1occc1-c1nnc(SCc2nc3ccccc3c(=O)n2CC#N)n1C	-13
COCCNC(=O)c1cc(Br)ccc1Cl	1
COc1ccc(OC)c(C(=O)COC(=O)c2cc(C)oc2C)c1	-3
CC(C)Cn1c(-c2cccs2)nc2nc3ccccc3nc21	-4
CCN(CC)CCCN(Cc1cc2cc(OC)ccc2[nH]c1=O)C(=O)Nc1ccccc1	-6
CCN1CCN(c2ncc(C(=O)Nc3c(F)cc(F)cc3Br)c3ccccc23)CC1	5
CCN(CCCNC(=O)COc1cc(=O)n(C)c2ccccc12)c1ccccc1	-39
COc1ccc(S(=O)(=O)c2c(N)n(Cc3ccco3)c3nc4ccccc4nc23)cc1	14
CC(=O)C1=C(O)C(=O)N(CO)C1c1ccccc1F (stereo unspecified)	6
O=C(O)c1[nH]nc2c1COc1ccccc1-2	-23
CCOC(=O)c1cnn(-c2nc(SC)nc3sc4c(c23)CCC4)c1N	-18
CCOC(=O)c1cc2sccc2n1CC(=O)OC(C)C	9
CC(=O)Nc1ccc(S(=O)(=O)c2c(N)n(CCN3CCOCC3)c3nc4ccccc4nc23)cc1	-22
Cc1cc(C)nc(NC(=O)Nc2ccccc2C(F)(F)F)n1	-1
CN(CC(=O)NCCc1ccccc1)S(=O)(=O)c1cccs1	0
CC(=O)C1=C(O)C(=O)N(C2CCCCC2)C1c1ccccc1 (stereo unspecified)	19
CC1CCCCC1NC(=O)C1CCN(S(=O)(=O)N2CCC3(CC2)OCCO3)CC1 (stereo unspecified)	-7
CC(C)Cn1c(CN(C)Cc2ccccc2)nc2c1c(=O)n(C)c(=O)n2C	3
COc1ccccc1NC(=O)CC(=O)CSc1nnc(-c2ccc(C)cc2)n1C	-17
COc1cc(OC)c(OC)cc1CN1CCCC(C(=O)N2CCCCC2)C1 (stereo unspecified)	-1
Cc1cccc(N2CC(C)Cn3c2nc2c3c(=O)n(CC(=O)OCc3ccccc3)c(=O)n2C)c1 (stereo unspecified)	-18
CCS(=O)(=O)c1ccc2oc(SCC(=O)NCCC3=CCCCC3)nc2c1	-6
CSCCC(NC(=O)C1CCC(C)CC1)C(=O)NCCN1CCOCC1 (stereo unspecified)	9
CC1(C)CC(=O)C=C(Nc2ccc(S(N)(=O)=O)cc2)C1	6
COc1ccc(C2(C(=O)Nc3ccc(C(=O)N4CCOCC4)cc3)CCOCC2)cc1	-36
O=C(O)C1CSC2(c3ccc4c(c3)OCCO4)CCC(=O)N12 (stereo unspecified)	-20
COc1ccccc1-n1c(SCC(=O)N2CCCCC2)nnc1-c1ccccc1O	-12
CN(C(=O)c1ccc2c(=O)n3c(nc2c1)CCCCC3)c1ccccc1	7
COC(=O)CSc1nc(C(C)C)nc2ccccc12	2
CCC(C)(C)NC(=O)C(c1cccn1C)N(C(=O)Cn1nnc2ccccc21)c1ccc(F)cc1 (stereo unspecified)	-3
COC(=O)CCSc1nccn1Cc1ccccc1	-3
COc1cccc(Cn2nnc3c(=O)[nH]c(C4CCCN(C(=O)c5ccccc5Cl)C4)nc32)c1 (stereo unspecified)	-21
COc1ccc(NC(=O)CSc2nc3c(c(=O)[nH]2)CCC3)cc1OC	10
CC(=O)c1cccc(NC(=O)c2ccc(NS(C)(=O)=O)cc2)c1	-34
COC(=O)CCCCC1SCC(NC(=O)OC)C1NC(=O)OC (stereo unspecified)	-53
COc1ccccc1CNC(=O)C1CCN(S(C)(=O)=O)CC1	-9
CCc1ccc(-c2nc(CN3CCCC(C(=O)NCCc4ccc(OC)c(OC)c4)C3)c(C)o2)cc1 (stereo unspecified)	-55
CN(C)c1nc(OCC(=O)NC(C)(C)C)nc(N(C)C)n1	-2
Cc1cc(C)nc(Sc2nc(C)nc3c2oc2ccccc23)n1	136*
Cc1cccc(NC(=O)C2CCCN(C(=O)Nc3ccccc3)C2)c1C (stereo unspecified)	-37
O=C(Cn1cccc1)N1CCN(C(c2ccccc2)c2ccccc2)CC1	-5
CCOc1cccc2cc(-c3nnc(NCc4ccco4)s3)c(=O)oc12	-27
O=C(CC(SCCO)c1ccc(F)cc1)c1ccco1 (stereo unspecified)	0
O=C(Cn1nnc(-c2cccc(C(F)(F)F)c2)n1)NC1CCCC1	-3
Cc1nnc(-c2ccccc2)c[n+]1[O-]	12
Cc1cccc(NC(=O)CNc2cc(C)ccc2C)c1	16
Cc1cccc(N=C(N2CCOCC2)P(=O)(N2CCOCC2)N2CCOCC2)c1	-9
CCSc1nc2nc(C)cc(C)n2n1	-51
CCOC(=O)c1c(-c2ccsc2)csc1N	-4
O=C(O)c1cccc(N2C(=O)CSC2c2c(F)cccc2Cl)c1 (stereo unspecified)	-10
COC(=O)C1CCN(S(C)(=O)=O)CC1	-8

Next section
structure,GBA enhancer
NC(=O)c1cc2ccc(O)cc2oc1=NCc1ccccc1,11
Cc1ccc(OCC(O)CN2CCN(CC(O)COC(C)C)CC2)c(C(C)(C)C)c1 (stereo unspecified),-46
Cc1ccc(SCCNC(=O)C(CO)(CO)CO)cc1,-32
COc1cc(OC)cc(C(=O)NCCSCc2ccco2)c1,-5
O=C(CSc1ncnc2c1oc1ccccc12)c1cccs1,1
O=C(NCc1ccc(F)cc1)C1CCN(S(=O)(=O)N2CCC3(CC2)OCCO3)CC1,-30
CCN1CCN(CCNC(=O)c2ccc(CS(=O)(=O)c3ccccc3C)o2)CC1,-56
CC1CCCCN1C(=O)CN1C(=O)CN(C)C(=O)c2ccccc21 (stereo unspecified),-36
COc1ccc(-c2nc(=S)c3c(n2CCN2CCOCC2)CC(C)(C)OC3)cc1,-22
O=C(NCC1CCCO1)C1CCC(CNS(=O)(=O)c2ccccc2)CC1 (stereo unspecified),-38
CCOC(=O)c1ccc(NC(=O)CN2CCN(CCN=CC3=C(O)CC(C)(C)CC3=O)CC2)cc1,-31
COc1ccccc1-n1cnc2cc(NCc3ccco3)ccc21,-35
O=c1c2cc3c(cc2[nH]c(=S)n1Cc1ccco1)OCO3,-13
COc1ccc(N2C(=O)CC(N3CCC(C(N)=O)CC3)C2=O)cc1 (stereo unspecified),2
COc1ccc(CNc2ccc(C(=O)O)cc2)cc1,6
COc1cc(C2=NOC(C(=O)N3CCCCCC3)C2)cc(OC)c1OC (stereo unspecified),-16
COC(=O)C1Cc2c([nH]c3ccccc23)CN1 (stereo unspecified),-5
CCC1c2ccc(C)n2CCN1C(=O)Nc1cc(Cl)ccc1OC (stereo unspecified),-25
Cc1ccc2cc(C)c3nnc(SCC(=O)NCc4ccco4)n3c2c1,-46
COc1ccc(C(=O)Nc2c(F)c(F)c(F)c(F)c2F)c(OC)c1,-8
O=C1Nc2ccc(S(=O)(=O)N3CCCC3)c3ccc(S(=O)(=O)N4CCCC4)c1c23,11
O=C1c2ccccc2-c2onc3ccc(NCCCn4ccnc4)c1c23,-4
CCOc1cc(C(=O)CSc2nnc(CNc3ccc(Cl)cc3)o2)ccc1NC(=O)CC,-61
CCc1cc2c(=O)c(-c3cscn3)coc2cc1OC,-3
COc1cccc(NC(=O)CSc2nnc(CNC(=O)c3ccccc3)n2C)c1,-6
COc1cc2c(C(=O)NCCCN3CCN(c4cccc(Cl)c4)CC3)cn(C)c(=O)c2cc1OC,85*
Cc1ccc(-n2cccc2C(=S)N=P(N(C)C)(N(C)C)N(C)C)cc1,-12
CC(C)(C)Sc1ccc(N)nc1,7
CCOC(=O)c1cncc(NC(=O)c2ccccc2)c1,4
CCC(c1nnnn1C1CCCC1)N(Cc1cccs1)Cc1cc2cccc(C)c2[nH]c1=O (stereo unspecified),-16

Of the compounds above, 2 contain bromine:
structure,GBA enhancer
COCCNC(=O)c1cc(Br)ccc1Cl,1
CCN1CCN(c2ncc(C(=O)Nc3c(F)cc(F)cc3Br)c3ccccc23)CC1,5

(more compounds)
structure,GBA enhancer
COc1ccccc1C1(O)CC2CCC(C1)N2S(=O)(=O)c1ccc(C(C)=O)cc1 (stereo unspecified),12
N#Cc1cccc(C(c2nnnn2CCc2ccccc2)N2CCN(C3CCCCC3)CC2)c1 (stereo unspecified),33
COc1ccc(CCC(=O)Nc2ccc(-c3noc(-c4ccc(OC)c(OC)c4)n3)cc2)cc1,-59
N=C1C(c2ccc(Br)cc2)=C(O)C2CCc3ccccc3N12 (stereo unspecified),-14
C=C(C)Cn1c(C(C)NC(=O)CCC)nc2ccccc21 (stereo unspecified),-5
Cn1c(=O)n(CCc2ccccc2)c(=O)c2c1nc1n2CCCN1CCc1ccccc1,3
CC(=O)Nc1ccc(S(=O)(=O)NCc2cn3c(C)csc3n2)cc1,-21
CCOC(=O)N1CCN(C(=O)CSc2nnc(Cc3cccn3C)n2CCc2ccccc2)CC1,-9
COc1cc(OC)c(NC(=O)c2ccoc2C)cc1Cl,-48
O=C(CSc1ncn[nH]1)NCCCc1ccccc1,-7
CC1Cc2ccccc2N1Cc1nc2scc(-c3cccs3)c2c(=O)[nH]1 (stereo unspecified),-41
COc1cc2c(C(=O)NC3CCCCCC3)cn(C)c(=O)c2cc1OC,0
CCn1c(=N)c(S(=O)(=O)c2ccc(F)cc2)cc2c(=O)n3ccccc3nc21,2
Cc1ccc(C(C)C)cc1C(=O)CC1(O)C(=O)N(C)c2ccccc21 (stereo unspecified),1
Clc1cccc(Cl)c1COc1ccncc1,9
COc1ccccc1Cn1nnc2c(=O)[nH]c(C3CCN(C(=O)c4ccc(F)cc4)CC3)nc21,-6
CCOc1ccc2nc(NC(=O)CSc3nc4c(c(=O)n(C)c(=O)n4C)n3C(C)C)sc2c1,-23
Cc1ccc(OCCN2C(=O)OC(C)(C)C2(C)O)cc1 (stereo unspecified),-14
CCCn1c(SCCc2ccccc2)nc2c1c(=O)[nH]c(=O)n2C,-11
Cc1cc(C)n(C(=O)c2ccc(S(=O)(=O)N3CCCC3)cc2)n1,10
Cc1cc(N2C(=O)CC(Cc3ccccc3)C2=O)no1 (stereo unspecified),7
CCn1c(=O)c(C(=O)NCCNCCO)c(O)c2ccccc21,17
CCOc1ccccc1CNC(=O)C1CCCN(c2nc3ccccc3o2)C1 (stereo unspecified),5
COc1ccc(N2CCN(C(=O)COc3ccc4ccccc4c3)CC2)cc1,-3
CCOC(=O)c1ccc(NC(=O)CN2C(=O)CSC2=O)cc1,6
CC(=O)NCCOc1nc(N(C)C)nc(N(C)C)n1,-10
COc1ccc(N2CCN(C(CNC(=O)c3ccc4c(c3)OCO4)c3cccnc3)CC2)cc1 (stereo unspecified),4
COc1cccc(C2=NOC(C(=O)NC3CCCCC3)C2)c1 (stereo unspecified),-13
NC(=O)CCCC1=NS(=O)(=O)c2ccccc2N1,8
Cc1cc(C)n(-c2nnc3n2N=C(c2ccccc2)CS3)n1,15
COc1cc(-c2noc(-c3cccs3)n2)cc(OC)c1OC,2
COc1ccc(-c2noc(CCC(=O)Nc3nc4ccccc4s3)n2)cc1,-9
Cc1noc(C)c1COC(=O)c1cc2c3ccccc3n(C)c2s1,-10
CCc1ccc(NC(=O)CCNS(=O)(=O)c2cccc3nonc23)cc1,-52
c1ccc(NC2=Nc3ccccc3CS2)cc1,-7
Cc1ccccc1C(=O)N1CCC(C(=O)Nc2ccc(F)cc2)CC1,7
CC(C)CC(=O)N=C1SC2CS(=O)(=O)CC2N1CCc1ccccc1 (stereo unspecified),7
Cc1ccc(C)c(NC(=O)CCn2nc(C)cc2C)c1,-2
COc1ccc(C(=O)NC(=O)Nc2cc(C)ccn2)cc1,8
CCOC(=O)Cn1c(=O)c2c(nc3n2CCCCN3c2ccc(OCC)cc2)n(C)c1=O,5
COc1cccc(-c2nnc(SCC(=O)OC(C)C)n2N)c1,0
COc1ccc(N2CCN(C(=O)CSc3ccccc3)CC2)cc1,-7
CCc1nnc(NC(=O)CSc2nc3ccccc3s2)s1,-43
Cc1nnc2sc(-c3cccc(NC(=O)c4ccc(-c5cccc(Cl)c5)o4)c3)nn12,1
COc1ccccc1Oc1ccccc1C(=O)O,-12

Entries above with a furan ring, fused or not, in the order listed:
structure,GBA enhancer
CCn1nc(C)c(NC(=O)CCCSc2nc(-c3ccco3)cc(C(F)(F)F)n2)c1C,-71
CCc1cc2c(=O)n(Cc3ccco3)c(SCc3c(C)noc3C)nc2s1,-5
Cc1occc1-c1nnc(SCc2nc3ccccc3c(=O)n2CC#N)n1C,-13
COc1ccc(OC)c(C(=O)COC(=O)c2cc(C)oc2C)c1,-3
COc1ccc(S(=O)(=O)c2c(N)n(Cc3ccco3)c3nc4ccccc4nc23)cc1,14
Cc1cc(C)nc(Sc2nc(C)nc3c2oc2ccccc23)n1,136*
CCOc1cccc2cc(-c3nnc(NCc4ccco4)s3)c(=O)oc12,-27
O=C(CC(SCCO)c1ccc(F)cc1)c1ccco1 (stereo unspecified),0
COc1cc(OC)cc(C(=O)NCCSCc2ccco2)c1,-5
O=C(CSc1ncnc2c1oc1ccccc12)c1cccs1,1
CCN1CCN(CCNC(=O)c2ccc(CS(=O)(=O)c3ccccc3C)o2)CC1,-56
COc1ccccc1-n1cnc2cc(NCc3ccco3)ccc21,-35
O=c1c2cc3c(cc2[nH]c(=S)n1Cc1ccco1)OCO3,-13
Cc1ccc2cc(C)c3nnc(SCC(=O)NCc4ccco4)n3c2c1,-46
COc1cc(OC)c(NC(=O)c2ccoc2C)cc1Cl,-48
Cc1nnc2sc(-c3cccc(NC(=O)c4ccc(-c5cccc(Cl)c5)o4)c3)nn12,1
